# PGK inhibitor – qHTS Assay to Find Inhibitors of Phosphoglycerate Kinase; Phosphoglycerate kinase, glycosomal (Trypanosoma brucei brucei), P07378; PGK/GAPDH coupled, Kinase-Glo luminescence, 60 min; Potency, µM (series often up to 57.5 µM), without a hit: at the top dose activity change, negative = inhibition, most hits filed as inhibitors; actives 0.043% (n = 380,000); AID 602233, 2012; further: potency means the concentration at half of the fitted maximal effect; on the % scale 0 is the no-effect control and ±100 the full control effect; nearly all actives have a fitted effect of over 60% in size
#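 Luminescent ATP detection (Kinase-Glo Plus) follows a 60-minute room-temperature incubation, with wells lacking PGK as controls. Buffer: 100 mM TEA (pH 7.6), 5 mM MgCl2, 0.01% Tween-20. Coupling enzyme GAPDH (100 nM final) supplies unstable 1,3-BPG in-well.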
# JMJD2A Tudor – qHTS Assay for Inhibitors of JMJD2A-Tudor Domain. AlphaScreen JMJD2A-Tudor / H3K4me3 peptide binding. Potency, µM (titrated, usually from 114 µM), without a hit: at the top dose activity change, negative = inhibition, most hits filed as inhibitors. actives 4.4% (n = 390,000). AID 504339, 2011. Lysine-specific demethylase 4A (Homo sapiens), O75164; further: potency means the concentration at half of the fitted maximal effect; on the % scale 0 is the no-effect control and ±100 the full control effect; nearly all actives have a fitted effect of over 50% in size
# Target sequence (O75164 whole entry, looked up, the tested form may be a part): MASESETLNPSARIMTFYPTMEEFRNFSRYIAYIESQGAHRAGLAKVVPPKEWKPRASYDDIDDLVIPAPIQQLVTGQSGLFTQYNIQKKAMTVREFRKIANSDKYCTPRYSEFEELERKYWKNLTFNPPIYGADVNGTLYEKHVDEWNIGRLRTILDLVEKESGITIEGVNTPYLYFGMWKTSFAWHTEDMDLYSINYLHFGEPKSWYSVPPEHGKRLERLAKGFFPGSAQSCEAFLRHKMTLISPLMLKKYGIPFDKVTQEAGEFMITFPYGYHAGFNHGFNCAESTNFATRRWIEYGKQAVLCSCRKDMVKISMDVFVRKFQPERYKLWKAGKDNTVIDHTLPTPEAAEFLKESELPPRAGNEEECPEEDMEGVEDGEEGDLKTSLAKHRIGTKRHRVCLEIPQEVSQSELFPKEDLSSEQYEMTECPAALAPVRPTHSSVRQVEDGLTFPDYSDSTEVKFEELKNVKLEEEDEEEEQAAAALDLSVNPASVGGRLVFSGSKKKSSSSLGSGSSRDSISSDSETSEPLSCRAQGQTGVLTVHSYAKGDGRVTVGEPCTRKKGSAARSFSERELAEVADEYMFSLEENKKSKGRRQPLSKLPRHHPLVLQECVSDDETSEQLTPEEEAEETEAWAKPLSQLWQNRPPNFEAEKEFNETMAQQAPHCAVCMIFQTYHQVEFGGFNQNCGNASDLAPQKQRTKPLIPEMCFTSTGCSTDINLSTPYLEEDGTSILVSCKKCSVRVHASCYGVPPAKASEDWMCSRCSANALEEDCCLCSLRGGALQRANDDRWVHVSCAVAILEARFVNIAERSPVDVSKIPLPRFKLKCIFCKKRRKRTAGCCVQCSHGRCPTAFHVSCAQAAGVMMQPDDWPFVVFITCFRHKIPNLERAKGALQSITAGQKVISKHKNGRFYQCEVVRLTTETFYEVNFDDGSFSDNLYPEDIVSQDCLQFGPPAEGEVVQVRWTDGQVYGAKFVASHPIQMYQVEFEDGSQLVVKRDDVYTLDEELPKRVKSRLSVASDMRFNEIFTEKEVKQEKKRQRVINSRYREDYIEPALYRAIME
# BAZ2B inh – qHTS Assay for Inhibitors of BAZ2B; actives 4.4% (n = 360,000); Bromodomain adjacent to zinc finger domain protein 2B (Homo sapiens), Q9UIF8; Potency, µM (highest dose often 114 µM), without a hit: top-dose activity change, negative = inhibition, hits mostly inhibitors; AlphaScreen BAZ2B-H3K14Ac peptide displacement; further: potency means the concentration at half of the fitted maximal effect; on the % scale 0 is the no-effect control and ±100 the full control effect; nearly all actives have a fitted effect of over 60% in size
#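 Complex of BAZ2B and biotin-H3K14Ac (50 nM apiece) forms over 30 min at RT, then faces library compounds up to 110 uM for another 30 min; AlphaScreen beads added, 20 min dark incubation, luminescence read.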
# PI4K2A block – qHTS for small molecular inhibitors of PI4K2A; AID 1346378, 2018; actives 0.13% (n = 420,000); purified PI4K2A, ADP-Glo luminescence, 1 h; active compounds read low; activity change, negative = inhibition, % at 76.9 µM; in the data active means activity change below about -50%; inconclusive means mostly about -30% to -49%;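 further: -100% = wells without enzyme as full effect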
#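 Compounds are screened against recombinant PI4K2A using PI as substrate and ATP, the latter dispensed at 300 microM. Reactions run one hour at ambient temperature before ADP-Glo detection; full inhibition defined by wells lacking enzyme.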
# HP1b chromo inh – HTS for Inhibitors of HP1-beta Chromodomain Interactions with Methylated Histone Tails; Chromobox protein homolog 1 (Homo sapiens), P83916; AlphaScreen HP1-beta / biotin-H3K9me3 peptide binding; Potency, µM (top dose mostly 114 µM), inactives show at the highest dose activity change, negative = inhibition, usual class: inhibitors; actives 0.56% (n = 390,000); AID 540317, 2011; further: potency means the concentration at half of the fitted maximal effect; nearly all actives have a fitted effect of over 70% in size; inactives centre near 23
#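 Compound inhibition of the preformed complex between 50 nM HP1-beta and 50 nM biotinylated H3K9me3 peptide was read by AlphaScreen. Buffer was PBS pH 7.4 with 0.01% Tween-20. Incubations ran 30 min at room temperature, with 10 ug/mL donor/acceptor beads.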
# Pin1 inh – qHTS Assay to Find Inhibitors of Pin1 | Pin1 FP peptide displacement, HiFluor488, 10 min | Peptidyl-prolyl cis-trans isomerase NIMA-interacting 1 (Homo sapiens), Q13526 | actives 0.009% (n = 390,000) | Potency, µM (top dose mostly 115 µM), for inactives: at the top dose activity, negative = inhibition, hits mostly inhibitors | AID 504891, 2011; active means well fitted inhibition curve with a large enough effect in the polarisation, with a control signal flat, not every such curve was filed as active; inconclusive means small, poorly fitted or top-dose-only effect, or effect the other way, or a change in a side signal; inactive means no such curve, though single readings can be large or run the other way; the % refers to the polarisation; further: potency means the concentration at half of the fitted maximal effect; on the % scale 0 is the no-effect control and ±100 the full control effect
# Pol eta inh – qHTS for Inhibitors of Polymerase Eta; Potency, µM (titrated, usually from 114 µM), inactives show at the highest dose activity change, negative = inhibition, actives largely listed as inhibitors; DNA polymerase eta (Homo sapiens), Q9Y253; actives 1.2% (n = 390,000); AID 588591, 2011; recombinant Pol eta, fluorescent DNA replication assay; further: potency means the concentration at half of the fitted maximal effect; on the % scale 0 is the no-effect control and ±100 the full control effect
#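 Pol eta (10 nM) was preincubated with compounds for 15 min at room temperature, after which fluorescent replication substrate (50 nM final) was added to start the reaction. Fluorescence was read kinetically at 0 and 10 min.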
# G9a block – qHTS Assay for Inhibitors of Histone Lysine Methyltransferase G9a | Histone-lysine N-methyltransferase EHMT2 (Homo sapiens), Q96KQ7 | G9a H3K9 monomethylation, AlphaScreen, 2 h | Potency, µM (titrated, usually from 102 µM), for the others: at the top dose activity, negative = inhibition, usual class: inhibitors | actives 8.8% (n = 350,000) | AID 504332, 2011; further: potency means the concentration at half of the fitted maximal effect; on the % scale 0 is the no-effect control and ±100 the full control effect; nearly all actives have a fitted effect of over 75% in size
#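 Signal arises when biotinylated H3K9 peptide, once monomethylated, bridges streptavidin donor and antibody-captured acceptor beads. Enzyme at 20 nM was preincubated 15 min with test compounds; peptide 500 nM and SAM 20 uM then reacted for 2 h.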
# GLS inh – qHTS for Inhibitors of Glutaminase (GLS) | Glutaminase kidney isoform, mitochondrial (Homo sapiens), O94925 | GLS enzymatic activity, qHTS titration | AID 624170, 2012 | Potency, µM (series often up to 45.5 µM), inactives show at the highest dose activity change, negative = inhibition, usual class: inhibitors | actives 0.21% (n = 410,000); further: potency means the concentration at half of the fitted maximal effect; on the % scale 0 is the no-effect control and ±100 the full control effect
#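 Read-out is an Amplex red fluorescence increase coupled through glutamate oxidase and HRP, measured before and after 30 min room-temperature incubation. hKGA is in 45 mM KH2PO4 (pH 8.2) with 0.02% Tween-20; glutamine added as 1mM solution.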
# The depositor's hits bear a star; i = inactive; u = inconclusive; x = not tested or not shown; [ ] = dose if it differs, or a comment. Unless noted, the call rests on the fitted dose curve; in most records, active means well fitted curve in the direction sought with a large enough effect; inconclusive means small, poorly fitted or top-dose-only effect, or another doubt; inactive means no such curve, though single readings can be large; an effect the other way counts as inactive or inconclusive. Some of the compounds tested; count on the stated rates, not on these rows.
SMILES,PGK inhibitor,JMJD2A Tudor,BAZ2B inh,PI4K2A block,HP1b chromo inh,Pin1 inh,Pol eta inh,G9a block,GLS inh
CN1CCN(S(=O)(=O)c2ccc(N3CCN(S(=O)(=O)/C=C/c4ccccc4)CC3)nc2)CC1,-1%,-9%,8%,2,26%,9%,-15%,16%,-13%
CCOc1ccc(CN(C)C(=O)CN2C(=O)NC3(CCCc4ccccc43)C2=O)cc1 (centres undefined),-6%,-11%,7%,2,35%,-5%,-23%,-27%[12.7 µM],-12%
O=C(CN1CCCCC1)Nc1nnc(-c2ccccc2)s1,-5%,-20%,-19%,-1,5%,2%,-9%,-8%[59 µM],-1%
CCCCN1C(=O)C(=O)N(CC(=O)Nc2cc(OCC)c(N3CCOCC3)cc2OCC)C1=O,8%,-24%,-7%,2,-6%,x,-10%,-31%,23%
COCCNc1oc(/C=C/c2ccc(F)cc2)nc1C#N,x,-1%,-14%,0,20%,4%,x,5%[59 µM],8%
COc1ccc(N(CC(=O)NCCSC2CCCCC2)S(=O)(=O)c2ccccc2)cc1OC,-2%,-14%,-1%,5,12%,-2%,-1%,x,13%
O=C1C(Cc2ccc(O)cc2)NC(=S)N1C1CCCCC1 (centres undefined),-6%,-1%,-7%,-1,25%,-4%,-13%,x,-3%
C=CCSc1nc2c(c(=O)[nH]1)C(c1ccccc1)C(C#N)=C(N)O2 (centres undefined),-4%,-14%,-15%,6,33%,3%,-12%,1%,13%
N/C(=N\OC(=O)c1cccc2ccccc12)c1cccnc1,4%,-11%,5%,-2,7%,1%,5%,2%[0.501 µM],7%
CC(=O)NS(=O)(=O)c1ccc(NC(=O)/C=C/c2ccccc2Cl)cc1,-2%,15%[11.4 µM],3%,-9,0%,-2%,-9%,-8%[2.33 µM],12%
CCCS(=O)(=O)N1CCC(C(=O)NCCN(CC)c2ccccc2)CC1,-6%,-17%,4%,11,20%,-9%,-7%,u,37%
CCOc1ccc(-c2nnc(SCC(=O)Nc3ccc4c(c3)c3ccccc3n4CC)n2N)cc1,-3%,u,71µM*,-10,2%,u,u,u,-4%
S=C(NCc1ccc(Cl)cc1)Nc1ccccc1,6%,-6%,-5%,-10,43%[activator],u,-13%,0%,1%
CN1C(=O)Cc2cc(S(=O)(=O)CCC(=O)Nc3cccc(C(F)(F)F)c3)ccc21,-2%,-2%,-9%,3,37%,6%,-4%,-17%[59 µM],-12%
CCCOc1ccc(/C=N/Nc2ccc(C(=O)O)cc2)c(OCCC)c1,-1%,u,u,2,-15%,u,-8%,40µM*,-10%
COc1cccc(NC(=O)COC(=O)c2ccc(C)c(S(=O)(=O)N3CCCCC3)c2)c1,i,-9%,-3%,-6,67%[activator],-4%,-17%,11%[59 µM],-5%
O=C(O)CCCC(=O)NNc1nc(-c2ccccc2)c2cc(Cl)ccc2n1,0%,8%,3%,2,15%,3%,6%,-1%,1%
COc1cccc(-c2nc(=S)c3c(n2Cc2ccco2)CCCC3)c1,i,19%,0%,5,47%[activator],63%[activator],-8%,1%[59 µM],-5%
CC(C)NC(=O)CSc1ccccc1C(=O)N1CCN(S(=O)(=O)Cc2ccccc2)CC1,-2%,-13%,5%,-1,29%,1%,4%,u,11%
COc1cccc(C=NNC(=O)C2CC2)c1,-2%,u,x,3,0%,2%,-8%,x,-7%

# 9 entries out of the list, ordered by count of non-hydrogen atoms, rising:
SMILES,PGK inhibitor,JMJD2A Tudor,BAZ2B inh,PI4K2A block,HP1b chromo inh,Pin1 inh,Pol eta inh,G9a block,GLS inh
COc1cccc(C=NNC(=O)C2CC2)c1,-2%,u,x,3,0%,2%,-8%,x,-7%
S=C(NCc1ccc(Cl)cc1)Nc1ccccc1,6%,-6%,-5%,-10,43%[activator],u,-13%,0%,1%
COCCNc1oc(/C=C/c2ccc(F)cc2)nc1C#N,x,-1%,-14%,0,20%,4%,x,5%[59 µM],8%
N/C(=N\OC(=O)c1cccc2ccccc12)c1cccnc1,4%,-11%,5%,-2,7%,1%,5%,2%[0.501 µM],7%
CC(=O)NS(=O)(=O)c1ccc(NC(=O)/C=C/c2ccccc2Cl)cc1,-2%,15%[11.4 µM],3%,-9,0%,-2%,-9%,-8%[2.33 µM],12%
CCCOc1ccc(/C=N/Nc2ccc(C(=O)O)cc2)c(OCCC)c1,-1%,u,u,2,-15%,u,-8%,40µM*,-10%
O=C(O)CCCC(=O)NNc1nc(-c2ccccc2)c2cc(Cl)ccc2n1,0%,8%,3%,2,15%,3%,6%,-1%,1%
COc1cccc(NC(=O)COC(=O)c2ccc(C)c(S(=O)(=O)N3CCCCC3)c2)c1,i,-9%,-3%,-6,67%[activator],-4%,-17%,11%[59 µM],-5%
COc1ccc(N(CC(=O)NCCSC2CCCCC2)S(=O)(=O)c2ccccc2)cc1OC,-2%,-14%,-1%,5,12%,-2%,-1%,x,13%

# (list continues)
SMILES,PGK inhibitor,JMJD2A Tudor,BAZ2B inh,PI4K2A block,HP1b chromo inh,Pin1 inh,Pol eta inh,G9a block,GLS inh
Cc1ccc(NC(=O)N2CCN(c3nnc(C)c4c(C)n(-c5ccccc5)nc34)CC2)cc1Cl,x,-11%,-13%,-1,5%,12%,x,-1%[59 µM],0%
CC(C)N(Cc1ccccc1)C(=O)COC(=O)c1ccc2c(c1)OCCO2,3%,-2%,u,0,29%,3%,-11%,21%,-1%
O=C(O)C(Cc1ccc(Cl)cc1)NS(=O)(=O)c1ccc(Cl)cc1 (centres undefined),-10%,-13%,-8%,-1,9%,-15%,-20%,u,7%
Cc1ccc(NC(=S)N/N=C/c2c(C)[nH]c3ccccc23)cc1,-11%,45µM*,45µM*,1,u,46%[activator],-13%,50µM*,20%
O=C1c2ccccc2S(=O)(=O)c2cc(C(=O)N3CCC(C(=O)N4CCCCC4)CC3)ccc21,1%,-24%,x,4,18%,-5%,-19%,x,0%
Cc1cccc(NC(=O)CSc2nnc(-c3cc(C)n(-c4ccccc4)c3C)o2)c1C,-7%,-30%,1%,-4,-2%,29%,-13%,-25%[59 µM],8%
CC(C)OC(=O)CSc1nc2cccnc2n1-c1ccc(F)cc1,i,-9%,8%,4,19%,0%,6%,61%[activator][12.7 µM],-20%
CCOC(=O)c1[nH]c(C)c(C(=O)N2CCc3c([nH]c4ccccc34)C2c2ccccn2)c1C (centres undefined),-8%,u,50µM*,0,-24%,-4%,-11%,8%[0.501 µM],17%
Cc1ccc(S(=O)(=O)N2[C@@H](c3cccc(Cl)c3)C(C(=O)O)=CC[C@H]2c2ccc3c(c2)OCO3)cc1,-13%,-11%,-38%,-4,32%[activator],-3%,-2%,17%[2.33 µM],25%
CCC(/C=N/NC(=O)CCCCC(=O)N/N=C/C(CC)CC)CC,1%,7%,1%,2,30%,7%,-5%,17%[59 µM],4%
CCCSCCCNC(=O)Cn1nc(CC)n2c(cc3c(OC)cccc32)c1=O,x,-20%,-11%,0,9%,14%,1%,u,-4%
Cn1c(SCc2c(F)cccc2Cl)nnc1-c1cnccn1,7%,79µM*,x,2,23%,1%,-4%,-43%[59 µM],-4%
Cn1nc(C(=O)NC2CCCc3ccccc32)ccc1=O (centres undefined),-7%,-10%,-4%,-1,35%,-3%,-9%,4%,-10%
Brc1ccc(-c2nnc3n2C2(CCCC2)Cc2ccccc2-3)o1,-5%,-8%[57.1 µM],-6%,-2,39%[activator],2%,-7%,-7%[59 µM],-6%
CC(C)Cn1c(N)c(C(=O)COC(=O)CCc2nc3ccccc3c(=O)[nH]2)c(=O)n(C)c1=O,7%,-15%,-5%,1,18%,2%,-7%,25%[12.7 µM],1%
CC(=O)Oc1ccc(N(c2ccccc2)S(=O)(=O)c2ccc(C)cc2)cc1,4%,14%,5%,5,49%[activator],10%,-23%,-1%,-5%
Cc1ccc(NC(=O)CN(C(=O)N2CCN(C)CC2)S(=O)(=O)c2ccc(C)cc2)cc1,-5%,-1%,-5%,3,23%,0%,-3%,6%[0.501 µM],0%
O=C(Nc1nc(-c2ccc(F)cc2)cs1)C1CCN(C(=O)c2ccc(F)cc2)CC1,2%,-23%,0%,0,11%,16%,u,35µM*,-4%
Cc1ccccc1CN1CCCN(CC(=O)Nc2ccc(F)cc2)S1(=O)=O,-13%,-16%,-9%,1,37%,-3%,-8%,-2%[59 µM],0%
CCOC(=O)Cc1csc(NC(=O)CCS(=O)(=O)Cc2ccccc2)n1,-5%,-11%,-16%,2,38%,6%,-8%,-44%[59 µM],-2%
